Screening data from PubChem BioAssay.
IMP-1 inh: IMP-1 metallo-beta-lactamase inhibitors, primary screen, biochemical, epi-absorbance readout, Pseudomonas aeruginosa enzyme. 0.45% of 290,000 active. purified IMP-1, nitrocefin hydrolysis, epi-absorbance fluorescence. inhibition, % at 5.6 µM. metallo-beta-lactamase IMP-1 (Pseudomonas aeruginosa);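 active = inhibition above the mean plus 3 SD of all compounds in the same screening run, cut at about 4.5% in these data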;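 also: 0% = IMP-1 with DMSO and 100% = DMSO wells lacking enzyme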
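System: purified recombinant IMP-1 beta-lactamase. Medium: Zinc- and detergent-supplemented HEPES buffer, pH 7.1. Compound: one 5.6 µM dose […]. Schedule: 15 min preincubation plus 25 min reaction at 25 °C. Technique: Epi-absorbance fluorescence, 480 nm excitation, 530 nm emission.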
NS3 helicase inh: inhibitors of HCV NS3 helicase, primary screen, biochemical, Cy5 molecular beacon fluorescence. Hepatitis C virus NS3 helicase. NS3 helicase DNA unwinding. inhibition, % at 10.9 µM. 0.56% of 290,000 active. AID 1800, 2009;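 active = inhibition above the mean of all tested compounds plus 3 SD, set per campaign, cut at about 35% in these data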;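 also: 0% = DMSO wells and 100% = thioflavine S control wells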
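Material: hepatitis C virus NS3 helicase domain fragment enzyme; measured by: Cy5 fluorescence, 0 and 60 min reads; control set: DMSO and thioflavine S; incubation: 60 min unwinding reaction at 25 °C after ATP addition; read-out basis: % inhibition from 60/0 min fluorescence ratio, DMSO 0%, thioflavine S 100%; repeats: singlicate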
OXTR ag: human OXTR agonists, primary screen, fluorescence, CHO-OTR cells, Fluo-8 calcium | Fluo-8 calcium fluorescence; normalized: DMSO 0%, oxytocin 100% | activation, % at 3 µM | 0.32% of 320,000 active | AID 2435, 2010;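 active = activation above the mean of all tested compounds plus 3 SD, cutoff set per screening run, cut at about 20% in these data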;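 also: peak over basal fluorescence ratio from a 100 s FLIPR kinetic read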
Target sequence (P30559 whole entry, looked up): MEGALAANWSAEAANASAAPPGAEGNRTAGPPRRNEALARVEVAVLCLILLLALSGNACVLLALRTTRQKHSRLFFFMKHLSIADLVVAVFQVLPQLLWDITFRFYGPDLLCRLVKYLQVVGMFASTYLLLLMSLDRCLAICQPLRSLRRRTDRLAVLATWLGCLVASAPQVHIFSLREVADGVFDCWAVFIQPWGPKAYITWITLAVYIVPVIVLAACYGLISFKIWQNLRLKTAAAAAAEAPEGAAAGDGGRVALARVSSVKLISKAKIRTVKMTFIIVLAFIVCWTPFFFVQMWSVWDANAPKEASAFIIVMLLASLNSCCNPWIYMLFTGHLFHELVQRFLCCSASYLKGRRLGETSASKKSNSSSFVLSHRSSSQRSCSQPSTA
FID counter: compounds displacing fluorescent DNA intercalator, primary screen, artefact control for HCV NS3 helicase inhibitor project, biochemical, FID fluorescence; DNA fluorescent intercalator displacement; inhibition, % at 7.9 µM; 0.17% of 290,000 active; AID 1845, 2009; in the data active = inhibition above about 37%;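 also: 0% = vehicle and 100% = reference compound; higher means more ethidium bromide displaced from hairpin DNA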
V1aR counter: agonists of human V1a receptor, primary screen, counter-screen for OXTR agonist project, fluorescence, CHO-V1R cells; Vasopressin V1a receptor (Homo sapiens), P37288; 0.25% of 320,000 active; activation, % at 3 µM; Fluo-8 calcium fluorescence, agonist mode; 0% DMSO, 100% 3 nM vasopressin;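 active = activation above the mean activation of all tested compounds plus 3 SD, per screening run, cut at about 20% in these data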;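 also: signal is peak over basal fluorescence ratio across a 100 second FLIPR read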
PHOSPHO1 inh: PubChem AID 1565. recombinant PHOSPHO1, absorbance phosphatase assay. Phosphoethanolamine/phosphocholine phosphatase (Homo sapiens), Q8TCT1. inhibition, % at 13.3 µM. 1.1% of 290,000 active; in the data active = inhibition above about 60%
Target sequence (Q8TCT1 whole entry, looked up): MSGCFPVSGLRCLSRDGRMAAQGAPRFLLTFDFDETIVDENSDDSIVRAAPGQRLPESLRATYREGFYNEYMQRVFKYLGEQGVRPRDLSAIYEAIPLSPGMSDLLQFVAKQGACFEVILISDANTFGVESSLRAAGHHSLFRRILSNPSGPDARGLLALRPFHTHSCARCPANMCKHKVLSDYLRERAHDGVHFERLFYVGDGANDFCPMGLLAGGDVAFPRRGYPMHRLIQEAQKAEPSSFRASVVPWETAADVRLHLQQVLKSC
GalR3 antagonist: GalR3 antagonists in HEK293 cells, primary screen, cell-based, fluorescence readout; HEK293 GalR3-CNG cAMP membrane potential fluorescence; galR3 body fused to GalR1 C-terminus; Galanin receptor type 3 (Homo sapiens), O60755; 0.44% of 360,000 active; inhibition, % at 3 µM;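 active = inhibition above the screen-wide average plus 3 SD, cut at about 13% in these data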;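 also: forskolin and galanin both at EC90 stimulate the cells; cAMP rise reported by CNG channel membrane potential dye signal; 0% = forskolin plus galanin with DMSO and 100% = forskolin alone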
Target sequence (O60755 1-299 limits assumed): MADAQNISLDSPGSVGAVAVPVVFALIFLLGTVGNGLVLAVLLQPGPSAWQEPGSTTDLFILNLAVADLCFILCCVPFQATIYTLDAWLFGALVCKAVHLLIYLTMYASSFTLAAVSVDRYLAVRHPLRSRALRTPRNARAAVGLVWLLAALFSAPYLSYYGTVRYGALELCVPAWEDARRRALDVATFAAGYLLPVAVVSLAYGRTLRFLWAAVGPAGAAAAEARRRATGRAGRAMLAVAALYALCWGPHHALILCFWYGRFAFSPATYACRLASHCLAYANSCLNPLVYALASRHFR
GPR7 antag: GPR7 receptor antagonists, primary screen, cell-based, fluorescence, single concentration | Neuropeptides B/W receptor type 1 (Homo sapiens), P48145 | GPR7-expressing cells, fluorescence antagonist assay | inhibition, % at 4.4 µM | 1.1% of 290,000 active | AID 1861, 2009; in the data active = inhibition above about 16%, passing the limit was not always enough;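 also: cells stimulated with the agonist NPW; 0% = agonist with vehicle and 100% = vehicle without agonist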
VIM-2 inhibitor: VIM-2 metallo-beta-lactamase inhibitors, primary screen, biochemical, epi-absorbance readout, Pseudomonas aeruginosa enzyme; 0.89% of 290,000 active; purified VIM-2, nitrocefin hydrolysis, epi-absorbance fluorescence; inhibition, % at 5.6 µM;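 active = inhibition above the mean of all tested compounds plus 3 SD, cutoff set per screening run, cut at about 7.5% in these data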;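 also: red hydrolysis product quenches plate fluorescence so inhibitors raise well fluorescence; 0% = enzyme with DMSO and 100% = DMSO without enzyme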
Active calls of the source: *; / = no result given. Compounds were not picked by outcome; about 4.3% have a hit in one of these screens.

SMILES	IMP-1 inh	NS3 helicase inh	OXTR ag	FID counter	V1aR counter	PHOSPHO1 inh	GalR3 antagonist	GPR7 antag	VIM-2 inhibitor
COC(=O)C1=CN(C(C)c2ccccc2)C=C(C(=O)OC)C1c1cc(OC)c(OC)c(OC)c1 (stereo unspecified)	-1.9	-14.1	-2.2	-50.3	-0.4	20.3	-12.2	3.7	-2.2
CN(C)CCCN(Cc1ccccc1)C(=S)NCc1ccccc1	-1.4	-0.2	4.6	8.9	1.6	19.2	-8.1	14.9	-1.3
O=C1C(Cl)=C(N2CCOCC2)C(=O)N1c1ccc(Br)cc1	-0.3	23.6	0.0	-1.2	0.1	-13.6	-5.9	-10.4	-0.8
O=C(CSc1nnc(-c2ccccc2)o1)c1nnc(-c2ccccc2)o1	-3.4	31.2	-0.3	-10.9	-0.4	93.5*	0.3	9.9	-1.5
OC(COc1c(F)cc(Br)cc1F)CN1CCc2ccccc2C1 (stereo unspecified)	0.4	-20.9	-0.3	11.7	0.0	/	-13.2	-9.8	0.8
C[C@H](NC(=O)c1nc[nH]c1C(=O)NCC(=O)OC(C)(C)C)c1ccccc1	-5.7	-7.9	-1.6	-35.3	-0.3	15.2	-4.5	-13.9	-4.0
C=CCNc1nc(C2(C)CC3(CC(C)OC3=O)C(=O)O2)cs1 (stereo unspecified)	-2.1	2.2	0.4	-4.0	-0.2	-3.3	-0.8	-6.1	-0.6
COc1cccc(CNC(=S)Nc2cc(C)cc(C)c2)c1	-2.8	2.5	-1.0	-7.2	1.5	-5.3	-0.2	-10.0	-2.1
O=C(Nc1ccc(OC(F)F)c(Cl)c1)c1ccccn1	-4.8	-7.0	-2.9	2.7	-1.1	21.0	-8.8	0.2	-4.4
O=C(NC1CCCC1)c1cc(-c2ccccc2)on1	-1.6	-12.1	1.3	-11.4	4.1	-123.7	-11.8	6.3	-2.4
O=C(O)CCNC(=O)c1cncc(Br)c1	-1.7	-1.7	1.2	-5.3	0.6	1.7	-2.8	-12.4	-3.8
C=CCSc1nc(N)cc(=O)[nH]1	-2.3	3.0	0.1	-3.8	1.3	56.2	-4.1	-23.3	-2.1
O=[N+]([O-])c1ccccc1OC/C(=N\O)c1ccccc1	-2.8	-8.0	-1.3	0.2	0.8	20.3	-8.9	6.9	-1.5
CS(=O)(=O)N(CC(=O)N1CCN(Cc2ccc3c(c2)OCO3)CC1)c1ccc2c(c1)OCO2	-4.0	6.8	13.4	-18.7	1.2	-14.2	-10.0	5.1	-3.3
Fc1ccc(-c2noc(-c3ccc4c(c3)CCO4)n2)cc1	0.6	19.7	0.7	-11.8	1.4	16.9	-0.4	2.2	0.1
CCC1(C)Cc2sc3c(=O)[nH]c(=S)[nH]c3c2CO1 (stereo unspecified)	-3.7	10.4	0.0	-22.0	2.0	-17.9	-4.9	9.6	-2.2
COc1ccc(-c2cc(CNS(=O)(=O)c3ccc(NC(C)=O)cc3)on2)cc1	-4.2	0.2	0.6	-8.4	0.2	14.5	0.3	-9.4	-2.4
C=C1CCC[C@]2(C)C[C@H]3OC(=O)C(CNCC(OC)OC)[C@H]3CC12 (stereo partly specified)	-2.3	6.4	1.1	-3.9	1.0	29.2	-10.2	4.0	0.1
O=C(Nc1cccc2c1CCCC2)c1cccc(F)c1	-0.9	2.9	-2.5	-6.8	-0.2	/	-5.8	-20.3	-0.8
COc1cccc2cc(-c3ccnc(=S)[nH]3)oc12	-0.1	-4.3	-0.2	-2.6	0.3	-0.3	/	13.9	1.7
O=C(COc1ccc(Cl)cc1)OCC(=O)N1CCCc2ccccc21	-3.8	-4.7	-1.3	-15.7	1.2	-20.2	-4.9	-4.2	-0.5
COc1cc(CC(NC(C)=O)C(=O)NC2CCN(c3c4c(nc5ncnn35)CCC4)CC2)cc(OC)c1 (stereo unspecified)	-2.4	3.1	-0.7	-3.7	0.8	1.2	/	1.8	-1.8
O=C(O)COc1ccc2c(c1)CCCC2	-2.1	1.6	-0.6	-1.3	0.3	2.3	-1.1	-5.5	-0.2
Cc1ccc2c(COC(=O)c3ccccc3OC(F)F)cc(=O)oc2c1	-1.1	2.7	3.9	-20.2	7.3	31.0	-11.3	6.9	-0.2
COc1cc(/C(C)=N/NC(=O)CSc2nnc(C)s2)ccc1O	-3.6	-1.8	0.2	-16.8	0.7	19.7	-2.0	-7.1	-4.9
CCOC(=O)c1c(C)[nH]c(=S)c(C#N)c1-c1ccc(Cl)cc1	-0.1	1.9	-0.2	-2.5	-0.6	-12.3	3.1	-8.1	-4.9
Cc1ccc(NC(=O)N(Cc2ccco2)C(C)c2ccco2)cc1C (stereo unspecified)	-2.8	1.2	-2.2	-15.4	-0.9	29.2	-2.6	-14.2	-1.7
CCN1CCN(C(=O)c2ccc(N3CC4CC(C3)c3cccc(=O)n3C4)c([N+](=O)[O-])c2)CC1 (stereo unspecified)	-1.9	6.8	0.9	5.9	0.9	0.6	-2.0	-11.3	1.4
O=C(Nc1nc2ccccc2n1CCN1CCCC1)C1CCCCC1	-0.1	16.6	-0.9	7.2	-1.3	-46.3	-9.3	1.0	-0.4
N#Cc1cc([N+](=O)[O-])c(-n2nnc3ccccc32)c([N+](=O)[O-])c1	-2.1	0.8	1.3	-0.6	0.7	-8.6	/	-9.4	-5.0

An excerpt from above in order of their number in IMP-1 inh, descending:
structure,IMP-1 inh
CCOC(=O)c1c(C)[nH]c(=S)c(C#N)c1-c1ccc(Cl)cc1,-0.1
Cc1ccc2c(COC(=O)c3ccccc3OC(F)F)cc(=O)oc2c1,-1.1
COc1cc(CC(NC(C)=O)C(=O)NC2CCN(c3c4c(nc5ncnn35)CCC4)CC2)cc(OC)c1 (stereo unspecified),-2.4

The results go on:
SMILES	IMP-1 inh	NS3 helicase inh	OXTR ag	FID counter	V1aR counter	PHOSPHO1 inh	GalR3 antagonist	GPR7 antag	VIM-2 inhibitor
COc1cc2nc(CN(C)Cc3ccc(C(C)(C)C)cc3)[nH]c(=O)c2cc1OC	-0.1	-7.5	0.1	-8.1	0.7	28.3	-2.4	-2.8	-4.5
COc1ccc(C(=O)Nc2c(N)nc(SCC(=O)Nc3ccc(C(C)=O)cc3)[nH]c2=O)cc1	-1.2	0.6	-0.7	-8.8	0.5	17.0	-0.3	-9.9	-3.1
Cc1cccc(NC(=O)CCc2nnc3ccc(N4CCC(C)CC4)nn23)n1	-1.1	2.1	-2.0	-44.9	-0.6	-21.6	/	-3.2	0.2
O=C(CNS(=O)(=O)c1ccccc1)Nc1cccc([N+](=O)[O-])c1	-2.5	-0.6	1.0	3.9	1.0	29.2	-1.9	4.0	-1.1
CCOC(=O)c1cnn(CCOC(=O)C2CC2)c1NC(=O)C1CC1	-3.0	1.3	0.0	2.4	0.1	4.6	-6.7	-7.8	-1.7
O=C(N/N=C/c1ccncc1)c1cc([N+](=O)[O-])cc([N+](=O)[O-])c1	-2.3	-5.1	-0.8	3.4	0.5	-5.8	-2.1	-11.6	-1.7
CC1CCCC(C)N1C(=C(Cl)Cl)C(=C1SCCS1)[N+](=O)[O-] (stereo unspecified)	-2.7	4.6	-2.0	1.8	-0.2	-11.2	0.6	-27.1	-7.2
COc1cc(=O)n(C)c2cc(N(C)C)ccc12	-3.0	-0.5	-0.9	-5.6	0.3	7.0	-3.6	-3.1	0.6
CCN1CCCC1CNS(=O)(=O)c1cccc(C(F)(F)F)c1 (stereo unspecified)	-0.4	-1.5	0.5	3.4	0.8	-83.1	-3.6	-7.1	-2.0
Cc1cc(O)c(CN(C)C)c2c1C(=O)/C(=C/c1ccco1)O2	-1.2	12.8	2.0	-4.6	1.4	25.7	-9.6	-13.1	-3.0
CC1Oc2ccccc2C=C1/C=N/NC(=O)c1ccncc1 (stereo unspecified)	-2.9	-1.0	0.0	-15.0	1.9	41.5	-1.5	-13.1	-3.2
COc1cc2c(cc1OC)C1Cc3ccc(OC)c(OC)c3C[N+]1([O-])CC2 (stereo unspecified)	/	/	0.6	/	1.2	22.1	-3.8	/	/
O=C(/C=C/c1ccc(F)cc1)NC(=S)N1CCOCC1	-3.5	3.9	-1.5	-4.9	-0.8	35.2	3.7	2.9	-2.9
Cc1cc(O)c(NC(=O)c2ccco2)cc1C	-7.1	-7.1	-0.7	-1.0	0.8	-9.8	-3.8	-15.2	-3.1
CCOC(=O)/C(C#N)=C/c1cc2ccc(C)cc2nc1Cl	-0.3	2.8	0.3	0.2	1.4	5.9	-4.4	4.7	0.9
Cc1ccc(S(=O)(=O)N2CCOCC2)cc1NC(=O)COC(=O)c1ccccc1OCc1c(C)noc1C	-1.3	5.5	-1.3	-38.6	0.6	1.5	-1.2	-4.2	-0.1
O=C(CCc1ccc(CCC(=O)c2cccs2)s1)c1cccs1	0.1	-0.1	1.0	-6.5	0.8	-8.0	1.9	-0.7	0.9
C=CCN(C(=O)c1csnn1)C(C(=O)NC1CCCCC1)c1ccccc1F (stereo unspecified)	-1.4	4.5	-1.8	-22.9	-1.3	27.0	-6.8	-0.9	-2.3
O=S(=O)(c1ccccc1)N(CC(O)COc1ccccc1)c1ccccc1 (stereo unspecified)	-2.9	-6.2	-1.3	-32.5	-0.2	-1.3	-5.4	-14.4	-2.0
C[C@@H](NC(=O)c1nc[nH]c1C(=O)N[C@@H](Cc1ccccc1)C(=O)OC(C)(C)C)c1ccccc1	-4.3	-17.1	0.9	-37.8	1.2	9.3	-6.6	-31.6	-4.8
CN1N=C(C(C)(C)C)CC1=O	-1.8	3.1	1.4	-3.1	3.9	27.3	-1.6	-5.3	-0.1
CCc1ccccc1NC(=O)c1ccc(-c2csc(C)n2)cc1	-0.7	-5.7	-0.9	-22.3	-0.7	24.3	-5.7	-24.2	-0.3
CSc1nc2c(c(=O)n1-c1ccccc1)SCC2	-1.3	-1.0	0.0	0.9	-0.5	-3.3	-7.7	6.0	-0.9
